Screening results as filed in PubChem BioAssay.
SMARCA2 act: increases SMARCA2 function in MMTV reporter cells. MG213 cells, MMTV-luciferase reporter, dexamethasone, overnight. activation, % at 9.1 µM. hit rate 1% among 370,000; in the data active = activation above about 7.8%;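 note: 0% = vehicle wells and 100% = reference activator wells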
DAX1 inh-1: DAX1 (NR0B1) inhibition, primary screen. hit rate 1.1% among 370,000. inhibition, % at 6.8 µM. HEK293T StAR-luciferase reporter, SF-1/DAX-1 repression relief. AID 652010;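 active = inhibition above the mean over all tested compounds plus 3 SD, cut at about 3.6% in these data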;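 note: 0% = DAX-1 cells with DMSO and 100% = cells lacking DAX-1 with DMSO; higher inhibition means more luminescence from relief of DAX-1 repression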
ADAM17 inh: ADAM17 inhibition, QFRET primary screen; recombinant ADAM17, EDANS/DABCYL FRET peptide cleavage; hit rate 0.83% among 370,000; P78536; inhibition, % at 6.95 µM;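 active = inhibition above the mean of compounds lying between control limits plus 3 SD, set per campaign, cut at about 8.5% in these data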;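 note: 0% = DMSO-only wells as the low control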
GAA850 FXN act: frataxin GAA850 promoter activation; hit rate 0.56% among 360,000; HEK293 lucGAA850 FXN promoter luciferase reporter, 24 h; percent of 10 µM SAHA response; activation, % at 6 µM; AID 540364;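 active = activation above the average of all compounds screened plus 3 SD, cutoff fixed separately per campaign, cut at about 7.5% in these data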;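 note: 0% = DMSO wells and 100% = 10 µM SAHA wells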
PG9 binder: small molecules binding HIV-1 gp120 antibody PG9; TR-FRET gp120-PG9 antibody binding; inhibition, % at 6.7 µM; hit rate 0.43% among 360,000; AID 624416; in the data active = inhibition above about 8.5%
hgDAF-12 ag: hgDAF-12 agonism, primary luciferase screen; HEK293 GAL4-hgDAF12 UAS-luciferase reporter, agonist luminescence; normalized to butyrate control; activation, % at 6.8 µM; hit rate 1.8% among 370,000;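 active = activation above a cutoff set at the mean of all screened compounds plus 3 SD, cut at about 10% in these data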;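 note: 0% = DMSO wells and 100% = sodium butyrate wells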
hcDAF12 agonist: activates DAF-12 receptor from parasite H. contortus; HEK293 hcDAF-12 lit1-tk-luc reporter, luminescence; 0% DMSO, 100% Δ7-dafachronic acid; activation, % at 6.8 µM; hit rate 1.4% among 370,000; AID 652067;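 active = activation above the mean of all tested compounds plus 3 SD, cut at about 5.5% in these data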;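 note: 100% = response to 3 µM Δ7-dafachronic acid high control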
NPR1 activator: GC-A (human) enzyme activation | activation, % at 10 µM | hit rate 0.14% among 370,000 | P16066 | HEK293 GC-A cells, cGMP TR-FRET, EC30 ANP; 0% at EC30 ANP, 100% saturating ANP | AID 1671463; in the data active = activation above about 40%
DAX1 inh-2: NR0B1 (DAX1) inhibition; AID 504766; HEK293 Gal4-DAX1 luciferase reporter, luminescence; P51843; inhibition, % at 6.75 µM; hit rate 0.99% among 340,000;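 active = inhibition above the mean over all tested compounds plus 3 SD, cut at about 4.2% in these data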;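 note: 0% = DAX1-transfected cells with DMSO and 100% = empty-vector control cells with DMSO; inhibition shows as a rise in luminescence from relieved DAX1 repression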
Target sequence (P51843 207-470 limits assumed): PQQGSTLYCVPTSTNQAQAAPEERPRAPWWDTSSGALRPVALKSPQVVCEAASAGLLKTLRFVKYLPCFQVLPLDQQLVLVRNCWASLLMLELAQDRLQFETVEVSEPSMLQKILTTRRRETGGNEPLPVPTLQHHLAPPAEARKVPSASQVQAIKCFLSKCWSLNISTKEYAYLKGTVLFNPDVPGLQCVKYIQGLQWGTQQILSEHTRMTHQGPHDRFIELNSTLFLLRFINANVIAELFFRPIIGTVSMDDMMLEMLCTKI
ssDAF-12 act: S. stercoralis DAF-12 activation, primary screen; activation, % at 6.8 µM; hit rate 1% among 370,000; AID 652126; HEK293 ssDAF-12/GRIP1 lit1-tk-luc reporter, luminescence; % of 3 µM dafachronic acid response;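 active = activation above the mean over all tested compounds plus 3 SD, cut at about 0.9% in these data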;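 note: 0% = DMSO-only wells and 100% = 3 µM delta7-dafachronic acid wells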
ADAM10 inh: inhibits human ADAM10. hit rate 0.62% among 370,000. recombinant ADAM10, EDANS/DABCYL FRET peptide cleavage, 3 h. inhibition, % at 7 µM. O14672;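 active = inhibition above a per-campaign cutoff equal to the mean of compounds falling between control-based bounds plus 3 SD, cut at about 20% in these data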;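 note: 0% = DMSO wells while the 100% control is not disclosed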
Target sequence (O14672 214-748 limits assumed): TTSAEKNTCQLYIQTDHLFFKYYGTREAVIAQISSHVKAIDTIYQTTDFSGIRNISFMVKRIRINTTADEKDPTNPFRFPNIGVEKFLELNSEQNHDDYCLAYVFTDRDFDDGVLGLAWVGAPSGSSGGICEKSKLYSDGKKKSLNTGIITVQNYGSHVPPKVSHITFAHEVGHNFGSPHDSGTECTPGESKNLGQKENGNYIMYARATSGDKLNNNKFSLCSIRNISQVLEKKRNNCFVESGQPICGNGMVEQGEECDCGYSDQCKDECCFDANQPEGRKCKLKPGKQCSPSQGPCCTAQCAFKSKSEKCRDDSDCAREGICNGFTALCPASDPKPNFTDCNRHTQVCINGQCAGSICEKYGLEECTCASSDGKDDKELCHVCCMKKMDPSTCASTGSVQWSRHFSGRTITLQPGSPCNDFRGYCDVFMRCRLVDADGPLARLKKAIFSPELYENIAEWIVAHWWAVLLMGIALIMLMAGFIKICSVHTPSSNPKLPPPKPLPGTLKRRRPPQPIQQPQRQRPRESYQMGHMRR
An asterisk follows results filed as active; / = not tested or not shown. Random draw from the library. About 6.8% of those tested had a hit in this group.

| structure | SMARCA2 act | DAX1 inh-1 | ADAM17 inh | GAA850 FXN act | PG9 binder | hgDAF-12 ag | hcDAF12 agonist | NPR1 activator | DAX1 inh-2 | ssDAF-12 act | ADAM10 inh |
| --- | --- | --- | --- | --- | --- | --- | --- | --- | --- | --- | --- |
| Cc1ccc(S(=O)(=O)N2CCN(c3ncnc4ccccc34)CC2)cc1 | -4 | -4.1 | -1 | -0.5 | 0.6 | -2.9 | -2.8 | -5 | -2.2 | -1.8 | -5 |
| Cc1ccc(NC(=O)Cn2c(O)c(N=NS(=O)(=O)c3ccc(C)cc3)c3ccccc32)cc1 | -2 | 0.0 | 4 | 0.4 | -3.7 | 0.6 | 3.7 | -4 | -0.5 | -0.2 | -1 |
| CC(NC(=O)c1ccccc1OC(F)F)c1ccc(-n2ccnc2)cc1 (stereo not drawn) | 2 | 0.5 | -3 | 0.0 | 0.5 | -2.6 | 1.0 | -2 | -0.7 | -1.3 | 6 |
| CCNC(=O)c1sc(=S)n(CC)c1N | 0 | 0.6 | -1 | -3.5 | 1.1 | -1.4 | -0.3 | 0 | 0.6 | -1.0 | 7 |
| CCC(CO)Oc1cc(NC(=O)c2cccc(C)c2)c2ncn(C(C)C)c2c1 (stereo not drawn) | -1 | -0.7 | -5 | 0.7 | 0.9 | -2.4 | -2.4 | -1 | -0.1 | -1.4 | 0 |
| N#CCCCSc1nnnn1-c1cccc(Cl)c1 | -1 | 0.0 | 2 | 0.7 | -0.9 | 0.9 | -1.6 | 7 | -0.3 | -0.5 | 3 |
| Cc1ccc(CN2CCN(Cc3c[nH]c4ccccc34)CC2CCO)o1 (stereo not drawn) | -3 | 0.1 | 1 | 1.4 | 1.2 | -5.5 | 1.6 | -6 | -0.6 | 0.6 | -7 |
| C=C1CCN([C@H](C(=O)O)C(C)C)S(=O)(=O)c2ccccc21 | 1 | -0.2 | -3 | 0.3 | -1.2 | 0.6 | -1.0 | 2 | 0.6 | -0.5 | -8 |
| CCOC(=O)C1CCN(S(=O)(=O)Cc2ccc(Cl)cc2)CC1 | -4 | 0.0 | -3 | -2.4 | -1.0 | -0.3 | -1.5 | 0 | -0.6 | -1.7 | 6 |
| COc1ccccc1N1CCN(C(=O)c2cc3cc(C)ccc3[nH]2)CC1 | -2 | 0.6 | 1 | 0.2 | -0.6 | -1.7 | 0.4 | -4 | 0.3 | -1.1 | 18 |
| CCC1C(=O)N=C(SCC(=O)Nc2nc3ccccc3s2)NC1=O (stereo not drawn) | -1 | 0.2 | 0 | 1.8 | -2.1 | -1.6 | 5.0 | 2 | -0.3 | -0.2 | -11 |
| CCCc1cc(C(=O)Nc2nnc(C)s2)cs1 | 4 | 2.9 | -3 | 4.1 | -0.2 | 11* | 3.5 | 0 | 2.2 | -0.2 | 4 |
| Cc1nn(C)c(Sc2ccccc2N)c1[N+](=O)[O-] | 2 | -0.3 | 2 | 3.5 | -0.1 | 1.0 | 2.5 | 3 | 0.7 | 0.3 | 5 |
| CC(=NNC(=O)c1ccc(NS(=O)(=O)c2ccc(Br)cc2)cc1)c1cccnc1 | -4 | 1.4 | -6 | 1.8 | 1.7 | 2.2 | -0.8 | -6 | -0.4 | -1.2 | -1 |
| Cc1cccc(N2CCN(C(=O)C3CCN(S(=O)(=O)c4c(C)noc4C)CC3)CC2C)c1 (stereo not drawn) | -1 | -0.8 | 0 | -1.1 | 0.6 | -6.4 | -2.5 | -3 | -2.0 | -1.5 | 4 |
| Nc1c(N=Nc2ccccc2F)c(=O)[nH]n1-c1ccccc1 | 1 | 1.4 | -4 | 0.5 | -3.8 | 6.6 | 1.7 | 1 | 1.0 | 0.3 | -1 |
| Cc1nnc(SCC(=O)Nc2cccc(Cl)c2)n1CC1CCCO1 (stereo not drawn) | -1 | -0.1 | 0 | -0.2 | -1.1 | -1.1 | -2.2 | -1 | -1.7 | -1.3 | 9 |
| CCN(CC)C(=O)Cn1ccc(NC(C)=O)nc1=O | -2 | -0.1 | -5 | 0.2 | 0.3 | 0.5 | -2.3 | -3 | 0.8 | -1.3 | -2 |
| O=S(=O)(NC1CCN(S(=O)(=O)c2c(F)cccc2F)C1)c1ccc2c(c1)OCCO2 (stereo not drawn) | -1 | -1.2 | -18 | -1.6 | 0.0 | -4.9 | -2.8 | -2 | -2.7 | -2.0 | -7 |
| O=S1(=O)CCN(c2ccccc2CC(c2c[nH]c3ccccc23)c2c[nH]c3ccccc23)CC1 | 0 | -1.0 | 5 | 16* | 0.0 | 1.0 | 4.4 | -26 | 0.5 | 0.3 | 4 |
| CC(=O)Nc1ccc(S(=O)(=O)N2CCC(C(=O)NC3CC3)CC2)cc1 | -2 | 1.2 | -1 | 0.5 | -2.0 | 1.8 | 0.1 | -1 | 1.4 | 0.0 | -3 |
| CC(C)N(Cc1nccn1C)C(=O)CCc1nnc(CCCc2ccccc2)o1 | 2 | 1.1 | -1 | 3.1 | -3.4 | 14* | 3.6 | 1 | 0.8 | 0.3 | -4 |
| CC(=O)c1ccc(S(=O)(=O)Nc2cccc(-c3ccc4nncn4n3)c2)cc1 | -4 | -0.1 | -1 | 1.9 | 1.1 | -0.1 | -1.7 | -2 | -1.7 | -1.1 | -9 |
| CC1CCc2c(sc3ncnc(NCCCOC(C)C)c23)C1 (stereo not drawn) | -3 | -0.2 | 1 | 2.4 | 0.4 | 0.6 | -0.8 | 16 | -2.0 | -1.2 | -15 |
| C#CCNC(=O)C[C@@H]1C[C@@]2(C(=O)OCC)CCCC=C2N(Cc2cccc3ccccc23)C1=O | 2 | -1.5 | 6 | / | -1.0 | -2.3 | -1.3 | -8 | / | -1.1 | 7 |
| CC(=NCCN1CCOCC1)C1=C(O)c2ccccc2C1=O | 3 | 0.6 | 0 | 5.8 | 0.1 | 1.0 | 1.7 | -2 | -0.4 | -0.8 | -4 |
| Cc1ccc(C(=O)Nc2ccc(N3CCN(C)CC3)nc2)cc1 | 2 | -1.2 | -2 | -2.3 | 0.6 | 2.6 | -0.9 | 1 | 1.1 | -1.2 | 10 |
| CC(C)C[C@H](NC(=O)c1ccccc1)C(=O)N1CCC[C@H]1C(=O)NCc1ccccc1 | -5 | -1.2 | -2 | / | 0.3 | -0.2 | -0.5 | -2 | / | -0.4 | -12 |
| O=C(NCc1ccccc1)O[C@@H]1CC[C@@]23CCCN2C(=O)CCC[C@H]3C1 | / | / | 0 | / | / | 2.4 | 0.0 | 1 | / | -1.6 | -2 |
| CC(=O)Nc1cc(-c2cccc(CO)c2)cn2c(-c3ccc(C(C)=O)cc3)cnc12 | -5 | -2.4 | -41 | 0.3 | 1.0 | -2.6 | -1.6 | 0 | / | -1.7 | -122 |
| COc1cccc(OC)c1C(=O)OCC(=O)NC1CCCCCC1 | -2 | -1.0 | -1 | 0.0 | -1.0 | -2.4 | 0.8 | -3 | -1.1 | -1.9 | -1 |
| Cc1ccc(NC(=O)CCCNC(=O)c2ccc(Cl)cc2)cc1S(=O)(=O)N1CCOCC1 | 5 | 1.1 | -2 | 0.0 | -1.7 | 2.1 | 0.1 | -4 | 0.0 | -0.1 | 1 |
| N#CC(=Cc1ccccn1)c1nc(-c2ccc(Cl)cc2)cs1 | -1 | -0.8 | -10 | 5.0 | 0.8 | 0.8 | -0.5 | -4 | 0.8 | -1.2 | -36 |
| Cc1ccc(N2C(=O)CC(N3CCN/C3=C3\CC/C(=C\c4ccccc4)C3=O)C2=O)cc1 (stereo not drawn) | -2 | 0.8 | -5 | 1.4 | -1.8 | 0.1 | -0.1 | / | 1.8 | -1.3 | -11 |
| COc1cc(C(=O)Nc2ccccc2C(=O)NCc2cccnc2)cc(OC)c1OC | -4 | -0.6 | -3 | -3.0 | 0.2 | -3.7 | -1.8 | -8 | -0.4 | -1.3 | 4 |
| COc1ccccc1OCCNC(=O)C(CCSC)NC(=O)c1ccccc1Cl (stereo not drawn) | -1 | 0.9 | -1 | 0.6 | -0.3 | -0.6 | -2.7 | -2 | -0.6 | -0.6 | -5 |
| CC(NC(=O)c1ccccc1)C(=O)N/N=C/c1cccc([N+](=O)[O-])c1 (stereo not drawn) | 3 | -0.1 | -1 | 2.6 | -0.5 | -1.9 | -0.5 | 0 | -0.9 | -0.5 | 9 |
| O=C(NC(=S)NCC1CCCO1)c1ccccc1F (stereo not drawn) | 3 | 0.5 | -1 | 1.4 | -3.0 | 3.4 | 0.6 | 0 | 0.2 | -0.6 | -3 |
| COc1cc(OC)cc(-c2noc(-c3csc([C@@H]4C[C@H](O)[C@@H](CO)O4)n3)n2)c1 | 2 | 2.1 | -2 | 3.8 | -1.1 | 8.7 | 4.6 | -2 | / | -0.9 | 1 |
| CCC1=C2CC[C@H]3C(=O)N(CC)C(=O)[C@H]3[C@H]2[C@@]2(Cc3ccccc3)C(=NCc3ccccc3)OC(=O)N2C1=O | -1 | 0.9 | 4 | 0.5 | 0.3 | -0.7 | -1.7 | 1 | -0.8 | -1.0 | 3 |
| COc1ccc(-n2c(C)cc(C(=O)COC(=O)c3ccc(O)cc3O)c2C)cc1 | -5 | -6.3 | 8 | -0.2 | -2.5 | -0.5 | -2.3 | 8 | -0.5 | -1.4 | 1 |
| CC1(C(=O)NS(=O)(=O)Cc2ccccc2C(F)(F)F)CCN1C(=O)Cc1cccs1 (stereo not drawn) | -1 | -0.5 | 0 | -0.4 | -0.4 | 0.0 | 0.2 | 2 | / | -1.2 | -2 |
| COc1ccc(Cl)cc1NC(=O)COC(=O)CCNC(C)=O | -1 | 0.9 | -2 | -0.5 | 0.1 | -0.1 | -0.8 | -1 | -0.7 | -1.4 | 0 |
| CCc1ccccc1NC(=S)N1CCCCCC1 | 0 | 0.1 | -2 | 0.4 | -2.1 | -0.6 | -0.9 | -1 | -0.6 | -1.3 | 2 |
| N#C/C(=C\c1cccs1)C(=O)NCc1cccnc1 | -3 | 0.4 | -2 | 1.9 | -2.4 | -1.0 | -1.5 | -2 | -0.6 | -1.4 | 0 |
| Cc1ccc2nc(-c3ccccc3)cc(C(=O)NNC(=O)c3csc(N4CCOCC4)n3)c2c1 | 4 | -1.8 | -1 | -0.8 | -1.7 | -2.7 | 0.4 | 1 | -0.4 | -1.1 | -6 |
| CC(SCc1ccc(C(=O)O)o1)c1ccc(C(=O)O)o1 (stereo not drawn) | -2 | -0.2 | -4 | 1.6 | -1.3 | 1.7 | -0.2 | 3 | 0.2 | -1.2 | -4 |
| COc1ccccc1N1CCN(C(=O)c2cc3cc(Br)ccc3oc2=O)CC1 | -2 | 1.4 | 0 | 2.5 | -2.0 | -2.9 | 4.9 | 1 | 0.6 | -0.7 | 2 |
| O=C(NC(CC(=O)N1CCN(c2ccccc2O)CC1)c1ccccc1)c1ccccc1Cl (stereo not drawn) | -3 | 0.1 | -2 | -0.6 | 0.7 | 1.0 | -1.2 | 2 | -0.7 | -1.2 | -6 |
| Cc1cc(Cl)ccc1NC(=O)CCCN1C(=O)CCC1=O | 2 | 0.1 | -4 | -1.2 | -2.8 | -1.6 | -1.9 | 8 | -0.2 | -1.3 | 6 |
| COc1cccc(CC(NC(C)=O)C(=O)NC2CCN(c3nc(C)cc(C)c3C#N)CC2)c1OC (stereo not drawn) | 2 | -0.1 | -62 | 0.5 | 2.6 | -0.7 | -3.4 | -4 | -0.8 | 0.1 | -287 |
